Myeloid diff MLP = promotes myeloid progenitor differentiation; AID 624256; ER-HoxA9 myeloid progenitors, lysozyme-GFP differentiation, flow cytometry; 1% of 360,000 active; calls only at 10 µM;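 active means normalized GFP-positive differentiation at or above the plate's own cutoff, the solvent-only control mean plus 3 SD; inconclusive means no clear call, values can overlap the other calls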;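 further: cells exposed to compound for four days before flow analysis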
Myeloid diff MLP GFP+ MAC1+ % = recorded beside Myeloid diff MLP, whose call it bears; GFP+ MAC1+ double positive, %; measured here: differentiation confirmed by MAC1 staining
* = called active by the depositor.

CC(C)(C)OC(=O)NCCc1onc(-c2cccc([N+](=O)[O-])c2)c1C(=O)O was read as Myeloid diff MLP inactive and Myeloid diff MLP GFP+ MAC1+ % 0.3.
`Cc1c2ccncc2cc2c1[nH]c1ccccc12` gave Myeloid diff MLP inconclusive.
For COc1cccc(C(=O)NCC2CCCN(C(=O)Cc3cccc(C)c3)C2)c1OC (configuration not stated) the results were Myeloid diff MLP inactive and Myeloid diff MLP GFP+ MAC1+ % 0.7.
`CC(C)NC(=O)c1cc(-c2ccc(F)cc2OC(C)C)n[nH]1` gave Myeloid diff MLP inactive and Myeloid diff MLP GFP+ MAC1+ % 1.2.
Cc1cccc(NC(=O)CNC(=O)CSc2nnc(C(F)(F)F)n2C)c1C was read as Myeloid diff MLP inactive and Myeloid diff MLP GFP+ MAC1+ % 0.0.
For C=CCN(CC=C)Cc1cc(=O)oc2cc(C)cc(C)c12 the results were Myeloid diff MLP inactive and Myeloid diff MLP GFP+ MAC1+ % 1.5.
Screening CC1CC=C(O)C12OCC(C)(C)CO2 (configuration not stated) returned Myeloid diff MLP inactive and Myeloid diff MLP GFP+ MAC1+ % 0.7.
Screening CC1(c2ccccc2)NC(=O)N(CC(=O)Nc2ccc3c(c2)CCC3)C1=O (configuration not stated) returned Myeloid diff MLP inactive and Myeloid diff MLP GFP+ MAC1+ % 0.2.
CCN1C(=O)[C@H]2[C@H]3CN=C(SCc4ccc(Cl)cc4)N3[C@@](Cc3ccccc3)(C(=O)OC)[C@H]2C1=O was read as Myeloid diff MLP inactive and Myeloid diff MLP GFP+ MAC1+ % 1.3.
`CC1(C(=O)Nc2ccccc2Br)CCN1C(=O)Cc1ccc(Cl)cc1Cl` (configuration not stated) gave Myeloid diff MLP inactive and Myeloid diff MLP GFP+ MAC1+ % 0.9.

Random excerpt: 2 entries already listed
Screening CC1CC=C(O)C12OCC(C)(C)CO2 (configuration not stated) returned Myeloid diff MLP inactive and Myeloid diff MLP GFP+ MAC1+ % 0.7.
Cc1cccc(NC(=O)CNC(=O)CSc2nnc(C(F)(F)F)n2C)c1C was read as Myeloid diff MLP inactive and Myeloid diff MLP GFP+ MAC1+ % 0.0.

Going on with the list.
`COc1ccc(NC(=O)COC(=O)c2ccc3ccccc3n2)cc1OC` gave Myeloid diff MLP inactive and Myeloid diff MLP GFP+ MAC1+ % 1.8.
`COc1ccc(C(C)(NC(C)=O)c2nc(-c3ccccc3OC)cs2)cc1` (configuration not stated) gave Myeloid diff MLP inactive and Myeloid diff MLP GFP+ MAC1+ % 0.9.
For Cc1cccc2c(C(=O)O)c3cccc(C)c3nc12 the results were Myeloid diff MLP inactive and Myeloid diff MLP GFP+ MAC1+ % 0.6.
For O=C(C1COc2ccccc2O1)N1CCCCC1 (configuration not stated) the results were Myeloid diff MLP inactive and Myeloid diff MLP GFP+ MAC1+ % 0.2.
For COc1ccc(Cl)cc1NC(=O)CN(C)C(=O)Cc1ccc(-c2ccccc2)cc1 the results were Myeloid diff MLP inactive and Myeloid diff MLP GFP+ MAC1+ % 1.3.
Cc1cc(Cl)nc(Cl)c1C(=O)NCCc1ccccc1 was read as Myeloid diff MLP inactive and Myeloid diff MLP GFP+ MAC1+ % 1.3.
Screening Cc1ccc(S(=O)(=O)N2CCCCC2)cc1NC(=O)C1CCN(C(=O)OC(C)(C)C)CC1 returned Myeloid diff MLP inactive and Myeloid diff MLP GFP+ MAC1+ % 1.2.
COc1ccc(S(=O)(=O)N(C)C2(C)CCS(=O)(=O)C2)cc1OC (configuration not stated) was read as Myeloid diff MLP inactive and Myeloid diff MLP GFP+ MAC1+ % 0.5.
For CC1CCC2(CC1)NC(=O)N(CC(=O)NCCc1c[nH]c3ccccc13)C2=O (configuration not stated) the results were Myeloid diff MLP inactive and Myeloid diff MLP GFP+ MAC1+ % 0.9.
COc1ccc(/C=C/C(=O)N(C)C2(C)CCS(=O)(=O)C2)cc1 (configuration not stated) was read as Myeloid diff MLP inactive and Myeloid diff MLP GFP+ MAC1+ % 1.7.
Screening COc1ccccc1-c1noc(COC(=O)c2ccc(Br)o2)n1 returned Myeloid diff MLP inactive and Myeloid diff MLP GFP+ MAC1+ % 0.6.
For O=C(CN1C(=O)NC(Cc2ccccc2)C1=O)Nc1ccc(F)c(F)c1F (configuration not stated) the results were Myeloid diff MLP inactive and Myeloid diff MLP GFP+ MAC1+ % 0.2.
Screening Nc1nc(SCc2ccc(Br)cc2)c2ncn(C3OC(CO)C(O)C3O)c2n1 (configuration not stated) returned Myeloid diff MLP inactive and Myeloid diff MLP GFP+ MAC1+ % 1.6.
`Cc1ccc(S(=O)(=O)N2C[C@H]3[C@H]4C(=O)N(Cc5ccccc5)C(=O)[C@H]4CC(=O)[C@H]3[C@@H]2c2ccccc2F)cc1` gave Myeloid diff MLP inactive and Myeloid diff MLP GFP+ MAC1+ % 0.9.
Clc1cccc(CNc2ccn3nc(-c4cccc(OCc5ccccc5)c4)cc3n2)c1 was read as Myeloid diff MLP inactive and Myeloid diff MLP GFP+ MAC1+ % 1.4.
Screening Cc1ccc(NC(=O)COc2ccccc2)cc1S(=O)(=O)N1CCCCC1 returned Myeloid diff MLP inactive and Myeloid diff MLP GFP+ MAC1+ % 0.2.
For CC1CCCCC1NC(=O)NC(=O)COC(=O)c1nccnc1N (configuration not stated) the results were Myeloid diff MLP inactive and Myeloid diff MLP GFP+ MAC1+ % 0.8.
For Cc1cc([N+](=O)[O-])ccc1NS(=O)(=O)c1ccccc1 the results were Myeloid diff MLP inactive and Myeloid diff MLP GFP+ MAC1+ % 1.4.
O=C1NC[C@@H](CCCCN2C[C@H](Cc3ccccc3)N(CCc3ccc(O)cc3)C(=O)C2=O)N(Cc2ccccc2)C1=O was read as Myeloid diff MLP inactive and Myeloid diff MLP GFP+ MAC1+ % 0.4.
`CCN(CC(=O)Nc1ccc(C#N)cc1)CC(=O)Nc1ccc2c(c1)OCCO2` gave Myeloid diff MLP inactive and Myeloid diff MLP GFP+ MAC1+ % 1.5.
COc1ccc2c(=O)c(-c3ccc(C)cc3)c(-c3ccccc3)oc2c1 was read as Myeloid diff MLP inactive and Myeloid diff MLP GFP+ MAC1+ % 1.4.
Screening CCOC(=O)C(N=Nc1nn[nH]n1)C(C)=O (configuration not stated) returned Myeloid diff MLP inactive and Myeloid diff MLP GFP+ MAC1+ % 1.4.
`CCC(C(=O)Nc1cc(C)cc(C)n1)c1ccccc1` (configuration not stated) gave Myeloid diff MLP inactive and Myeloid diff MLP GFP+ MAC1+ % 0.7.
CCCCC(NC(=O)c1ccc(C#N)cc1)C(=O)NCCC (configuration not stated) was read as Myeloid diff MLP inactive and Myeloid diff MLP GFP+ MAC1+ % 1.6.
CCc1cccc(CC)c1N1C(=O)C2=C(SCCCS2)C1=O was read as Myeloid diff MLP inactive and Myeloid diff MLP GFP+ MAC1+ % 0.8.
`CCN(CC)C(=O)[C@H]1C[C@H](CC(=O)NC(C)(C)C)C(=O)N2CCc3c([nH]c4ccc(Cl)cc34)[C@]12C` gave Myeloid diff MLP inactive and Myeloid diff MLP GFP+ MAC1+ % 0.5.
Fc1ccc2cnc(-c3ccccc3)cc2c1 was read as Myeloid diff MLP inactive and Myeloid diff MLP GFP+ MAC1+ % 0.1.
Screening CCOC(=O)C1=C(COC(=O)c2c(OC)cccc2OC)NC(=O)NC1C (configuration not stated) returned Myeloid diff MLP inactive and Myeloid diff MLP GFP+ MAC1+ % 0.9.
For CCCCN1CC(COCc2ccccc2)Oc2cccc(F)c2S1(=O)=O (configuration not stated) the results were Myeloid diff MLP inactive and Myeloid diff MLP GFP+ MAC1+ % 0.5.
Screening O=[N+]([O-])c1ccc(S(=O)Cc2ccccc2)c([N+](=O)[O-])c1 (configuration not stated) returned Myeloid diff MLP inconclusive.

Brought forward from above: 5 entries; new compounds follow.
`CCN(CC)C(=O)[C@H]1C[C@H](CC(=O)NC(C)(C)C)C(=O)N2CCc3c([nH]c4ccc(Cl)cc34)[C@]12C` gave Myeloid diff MLP inactive and Myeloid diff MLP GFP+ MAC1+ % 0.5.
Fc1ccc2cnc(-c3ccccc3)cc2c1 was read as Myeloid diff MLP inactive and Myeloid diff MLP GFP+ MAC1+ % 0.1.
Screening CCOC(=O)C1=C(COC(=O)c2c(OC)cccc2OC)NC(=O)NC1C (configuration not stated) returned Myeloid diff MLP inactive and Myeloid diff MLP GFP+ MAC1+ % 0.9.
For CCCCN1CC(COCc2ccccc2)Oc2cccc(F)c2S1(=O)=O (configuration not stated) the results were Myeloid diff MLP inactive and Myeloid diff MLP GFP+ MAC1+ % 0.5.
Screening O=[N+]([O-])c1ccc(S(=O)Cc2ccccc2)c([N+](=O)[O-])c1 (configuration not stated) returned Myeloid diff MLP inconclusive.
COc1ccc(C(=O)N(C)Cc2cnn(Cc3ccccc3)c2)cc1S(=O)(=O)N1CCOCC1 was read as Myeloid diff MLP inconclusive.
Screening COc1ccc([C@H]2CC(=O)C=C(c3cc(C(F)(F)F)cc(C(F)(F)F)c3)C2)cc1 returned Myeloid diff MLP inactive and Myeloid diff MLP GFP+ MAC1+ % 1.6.
`Cc1nc2c(c(C)nn2-c2ccccc2)c(C)c1C` gave Myeloid diff MLP inactive and Myeloid diff MLP GFP+ MAC1+ % 0.5.
CCN(CC)C(=O)[C@H]1C[C@H](CC(=O)NCCN2CCOCC2)C(=O)N2CCc3c([nH]c4cc(-c5ccco5)ccc34)[C@]12C was read as Myeloid diff MLP inactive and Myeloid diff MLP GFP+ MAC1+ % 0.7.
Screening Cc1csc(SCC(=O)Nc2ccc3[nH]c(=O)[nH]c3c2)n1 returned Myeloid diff MLP inactive and Myeloid diff MLP GFP+ MAC1+ % 0.2.
COC(=O)c1ccccc1NC(=O)CN1C(=O)c2ccccc2C1=O was read as Myeloid diff MLP inactive and Myeloid diff MLP GFP+ MAC1+ % 0.9.
Screening O=C(C[C@@H]1CC[C@H](NC(=O)Nc2ccc(F)cc2)[C@@H](CO)O1)NCc1cccc(F)c1 returned Myeloid diff MLP inactive and Myeloid diff MLP GFP+ MAC1+ % 1.8.
CCCn1nc(C(=O)OCC(=O)Nc2ccc(C)cc2)c2ccccc2c1=O was read as Myeloid diff MLP inactive and Myeloid diff MLP GFP+ MAC1+ % 0.6.
CCCCC(=O)NC(c1cccc([N+](=O)[O-])c1)c1ccc2cccnc2c1O (configuration not stated) was read as Myeloid diff MLP inconclusive.
NC(=S)NN=Cc1nccc2ccccc12 was read as Myeloid diff MLP inconclusive.
`CCn1c(SC(C)C(=O)NCC2CCCO2)nc2ccccc21` (configuration not stated) gave Myeloid diff MLP inactive and Myeloid diff MLP GFP+ MAC1+ % 0.5.
COc1ccc(CC(=O)N(Cc2ccccc2)c2ccc(C)cc2)cc1S(=O)(=O)N1CCOCC1 was read as Myeloid diff MLP inactive and Myeloid diff MLP GFP+ MAC1+ % 0.6.
Screening O=S(=O)(Nc1ccc(O)c2ncccc12)c1ccccc1F returned Myeloid diff MLP inactive and Myeloid diff MLP GFP+ MAC1+ % 2.3.
For CC(C)=CCC/C(C)=C/CNC(=O)C[C@H]1C[C@H](C(=O)N2CCOCC2)[C@@]2(CCC3CCCC3)c3[nH]c4cc(CCC(=O)N(C)C)ccc4c3CCN2C1=O the results were Myeloid diff MLP inactive and Myeloid diff MLP GFP+ MAC1+ % 0.7.
For O=C(NC1CCCC1)c1nc(-c2c(F)cccc2F)oc1-c1ccccc1 the results were Myeloid diff MLP inactive and Myeloid diff MLP GFP+ MAC1+ % 2.2.
Screening O=S(=O)(Nc1ccc(O)c2ccccc12)c1ccc(OC(F)(F)F)cc1 returned Myeloid diff MLP inactive and Myeloid diff MLP GFP+ MAC1+ % 0.6.
For CC1(C(=O)NS(=O)(=O)c2ccc(F)cc2F)CCN1C(=O)CC(c1ccccc1)c1ccccc1 (configuration not stated) the results were Myeloid diff MLP inactive and Myeloid diff MLP GFP+ MAC1+ % 0.3.
Screening COc1ccc(-c2nc3c(C)cc(Br)cn3c2Cc2ccc(C)cc2)cc1OC returned Myeloid diff MLP inactive and Myeloid diff MLP GFP+ MAC1+ % 0.1.
COc1ncc(-c2ccc(N3C(c4ccc([N+](=O)[O-])cc4)=Cc4ccccc4C3CC(C)=O)cc2)cn1 (configuration not stated) was read as Myeloid diff MLP inactive and Myeloid diff MLP GFP+ MAC1+ % 1.6.
`O=C(Nc1cc(S(=O)(=O)Nc2ccccc2F)ccc1Cl)c1ccc(F)cc1F` gave Myeloid diff MLP inactive and Myeloid diff MLP GFP+ MAC1+ % 0.7.
`CCCCN(CCCNC(=S)NCCCc1cnc[nH]1)c1ccc(Br)cn1` gave Myeloid diff MLP inactive and Myeloid diff MLP GFP+ MAC1+ % 0.1.
O=C(NCc1cccs1)c1cccc2c(-c3ccc(F)c(F)c3)coc12 was read as Myeloid diff MLP inactive and Myeloid diff MLP GFP+ MAC1+ % 2.1.
For O=C(CSc1nnc(C2CC2)n1-c1ccccc1)N1CCCC1 the results were Myeloid diff MLP inactive and Myeloid diff MLP GFP+ MAC1+ % 0.1.
Screening O=C(COc1ccccc1CNC[C@H]1O[C@@H](n2ccc(=O)[nH]c2=O)[C@H](O)[C@@H]1O)N1CCCCC1 returned Myeloid diff MLP inactive and Myeloid diff MLP GFP+ MAC1+ % 0.3.
`CCNC(=O)C1CCCN(C(=O)c2ccc(-c3ccccc3)cc2)CC1` (configuration not stated) gave Myeloid diff MLP inactive and Myeloid diff MLP GFP+ MAC1+ % 0.6.
For C[C@H](CO)N1C[C@H](C)[C@@H](CN(C)C(=O)Nc2ccc3c(c2)OCO3)Oc2ccc(NC(=O)Cc3ccccc3)cc2C1=O the results were Myeloid diff MLP inactive and Myeloid diff MLP GFP+ MAC1+ % 0.5.
Screening Cc1c(C(=O)OCC(=O)N2CCCC2=O)oc2ccccc12 returned Myeloid diff MLP inactive and Myeloid diff MLP GFP+ MAC1+ % 0.5.

Not all compounds are listed, so the mix of outcomes need not match the whole.
